Myeloid diff MLP = compounds promoting myeloid differentiation | hit rate 1% among 360,000 | calls only at 10 µM | ER-HoxA9 myeloid progenitors, lysozyme-GFP differentiation, flow cytometry;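 active = normalized GFP-positive differentiation at or above the plate's own cutoff, the solvent-only control mean plus 3 SD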;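 also: cells exposed to compound for four days before flow analysis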
HIV fusion peptide = cell-free HIV fusion peptide-binding blockers – biochemical, uHTS, fluorescence dequenching, primary screen (AID 1986). cell-free peptide binding, fluorescence dequenching, 30 min; higher % means a stronger effect. inhibition, % at 20 µM, or IC50 in µM where a hit was titrated. hit rate 0.3% among 290,000; in the data active = inhibition mostly above about 52%, no sharp cut-off; inactive = mostly below about 76%; also: some results filed as inactive read as strong as hits
NOD1 inhibition = inhibition of NOD1-driven NF-kB reporter – cell-based, luminescence, uHTS, primary screen (AID 1578); NOD1-driven NF-kB luciferase reporter cells, luminescence; higher % means a stronger effect; one-dose inhibition, % at 4 µM; EC50 in µM for titrated hits; hit rate 1% among 290,000; in the data active = inhibition mostly above about 36%, no sharp cut-off; inactive = mostly below about 34%;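 also: HEK-293T reporter cells stimulated with the NOD1 agonist gamma-tri-DAP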
LYP phosphatase = inhibitors of LYP phosphatase, biochemical, fluorescence intensity, uHTS (AID 1779); recombinant LYP phosphatase, fluorescence intensity; higher % means a stronger effect; hit rate 0.054% among 290,000; inhibition, % at 11.5 µM, or IC50 in µM where a hit was titrated;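 also: plate controls were vehicle with enzyme for no effect and no enzyme for full effect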
NOD2 inhibition = inhibition of NOD2-driven NF-kB reporter – cell-based, luminescence, uHTS, HEK293 (AID 1566); HEK293 NOD2/NF-kB luciferase reporter, luminescence; higher % means a stronger effect; inhibition, % at 4 µM, or EC50 in µM where a hit was titrated; hit rate 0.63% among 290,000; also: many of its hits are not listed in these tables
KOR beta-arrestin-1 = KOR agonists, beta-arrestin recruitment, primary screen, cell-based, luminescence, uHTS (AID 1777). KOR beta-arrestin recruitment, luminescence; higher % means a stronger effect. activation, % at 10 µM; hits with a dose series show EC50 in µM. hit rate 0.02% among 280,000; in the data active = activation above about 50%, passing the limit was not always enough; also: a part of the inactive calls stands beside numbers as strong as those of hits
SIAH1 antagonists = blockers of Siah-1 interaction with plectin peptide – biochemical, fluorescence polarization, rhodamine-plectin, uHTS, primary screen (AID 1817); Siah-1 / rhodamine-plectin peptide fluorescence polarization; higher % means a stronger effect; one-dose displacement, % at 20 µM; IC50 in µM for titrated hits; hit rate 0.02% among 290,000;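 active = displacement of at least 50% at 20 µM, with a fluorescence ratio check between 0.3 and a set limit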;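 also: plate controls were Siah plus tracer with DMSO for no effect and tracer alone without Siah for full effect; strong numbers were not always called active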
KOR beta-arrestin-2 = kappa opioid receptor blockers – cell-based, luminescence, uHTS (AID 1778); KOR beta-arrestin recruitment, luminescence, antagonist mode; higher % means a stronger effect; inhibition, % at 10 µM, or IC50 in µM where a hit was titrated; hit rate 0.091% among 290,000; also: strong numbers were not always called active
PhoP inhibition = PhoP-dependent GFP reporter repression – Salmonella Typhimurium, primary screen (AID 1863); S. Typhimurium PhoP-regulated promoter GFP reporter, 4 h; higher % means a stronger effect; inhibition, % at 50 µM; hits with a dose series show IC50 in µM; hit rate 0.16% among 300,000;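 active = inhibition over 29.93%, a cutoff 3 SD above the screen mean, later confirmed by dose response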;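 also: 0% = low Mg2+ inducing control and 100% = high Mg2+ repressing control; strong numbers were not always called active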
Myeloid diff MLP GFP+ MAC1+ % = second read-out of Myeloid diff MLP, no call of its own (marks repeat the call); GFP+ MAC1+ double positive, %; measured here: differentiation confirmed by MAC1 staining
The depositor's hits bear a star; i = inactive; x = not tested or not shown; + = active, no number; [ ] = dose if it differs, or a comment. Rule as the data show it, unless noted: active = inhibition above about 50%; inactive = the rest. Some of the compounds tested; rates above refer to the full screens.

SMILES	Myeloid diff MLP	Myeloid diff MLP GFP+ MAC1+ %	HIV fusion peptide	NOD1 inhibition	LYP phosphatase	NOD2 inhibition	KOR beta-arrestin-1	SIAH1 antagonists	KOR beta-arrestin-2	PhoP inhibition
CCn1c(SCC(=O)N2CCOCC2)nc2c(c1=O)SC(C)C2 (stereo not given)	i	0.7	0.0%	0%	-5%	20%	-3.9%	4%	21%	-3%
CCOC(=O)C(C(=O)OCC)C1OC(=O)c2cc3c(cc21)C(=O)OC3C(C(=O)OCC)C(=O)OCC (stereo not given)	i	0.1	1.6%	-21%	-6%	2%	x	0%	-1%[20 µM]	7%
CCNC(=O)CN(c1ccc(Br)c(C)c1)S(C)(=O)=O	i	0.5	-0.2%	-36%	-10%	1%	-3.9%	-5%	7%	16%
CCN(C(=O)CSc1nnc(Nc2ccccc2)s1)C1CCS(=O)(=O)C1 (stereo not given)	i	0.5	0.0%	-20%	-1%	10%	-4.2%	0%	-10%	-5%
O=C(NCCCCc1ccccc1)c1ccc(Br)cc1	i	0.7	-1.0%	15%	-5%	-27%	2.8%	-7%	18%[20 µM]	7%
O=c1oc(-c2ccccc2)cc(Cl)c1Cl	i	0.7	-1.0%	10%	-2%	-18%	-4.8%	-7%	40%	9%
CCOC(=O)c1[nH]c(C)c(CN(C(C)=O)c2ccc(OCC)cc2)c1C	i	0.3	-1.0%	-15%	-6%	9%	-4.1%	-2%	4%	21%
CCN(C(=O)CSc1nnc2ccccn12)C1CCS(=O)(=O)C1 (stereo not given)	i	1.0	0.3%	-27%	5%	1%	2.3%	4%	-3%	6%
CC(C)N(C(=O)CSc1nc(Cc2ccccc2)nc2ccccc12)C(C)C	i	0.1	0.3%	0%	-5%	17%	-1.1%	0%	4%[20 µM]	-1%
Oc1ccc(/C=N/N2CCCCC2)c(O)c1	i	0.6	-1.6%	0%	-3%	-26%	2.2%	-2%	-38%	7%
O=C1CSC(=Nc2ccc(F)cc2)N1	+	1.3*	1.9%	-5%	-2%	-3%	-1.4%	1%	3%	1%
COc1ccc(CC(=O)N/N=C(/C)CC(=O)N(C)c2ccccc2)cc1	i	0.3	-1.6%	-5%	-4%	5%	0.5%	2%	12%	14%
COc1ccc(Cn2c(O)c(/C=N/NC(=O)c3cccnc3)c3ccccc3c2=O)cc1	i	0.6	24%	-26%	6%	5%	7.6%	-14%	-35%	-5%
COC(=O)c1c(NS(C)(=O)=O)sc2c1CCCC2	i	0.4	4.0%	11%	-7%	3%	4.0%	-5%	-37%	1%
Cc1cccc(Nc2nc3c(s2)CCCC3)c1	i	0.9	-1.5%	-50%	-2%	-117%	2.7%	-4%	24%	12%
CCCCN(CC)CCCNC(=O)c1cc2c(=O)[nH]c3ccccc3c2s1	i	0.4	2.3%	-8%	-3%	-12%	-0.7%	5%	-10%	-2%
COC(=O)c1ccc2c(c1)NC(=O)C(N1CCCC1)S2 (stereo not given)	i	6.5	1.2%	6%	-4%	3%	-2.6%	4%	26%	1%
Cc1ccccc1OCCOc1ccccc1C=C(C#N)C#N	x	x	9.1%	-23%	7%	-47%	12%	-3%	-14%	-2%
CC1(C)C(c2ccco2)=[N+]([O-])C2(CCCCC2=O)N1O (stereo not given)	i	1.4	7.6%	-30%	1%	7%	3.0%	4%	10%	5%
CC(NC(=O)C1CCN(S(=O)(=O)c2cnc[nH]2)CC1)c1ccccc1 (stereo not given)	i	1.0	-0.7%	-18%	-1%	7%	-1.7%	8%	12%	-8%
COC(=O)C(Cc1ccc(O)cc1)NC(=O)c1ccccc1 (stereo not given)	i	6.9	-2.4%	-8%	-8%	8%	-2.3%	1%	6%	3%
Cc1cc(NC(=O)c2ccc3c(c2)OCO3)ccc1NC(=O)c1ccco1	i	1.1	0.6%	-38%	-2%	-7%	2.0%	5%	-33%	-6%
O=C(NCc1ccc2c(c1)OCO2)c1ccc2c(c1)OCCO2	i	0.3	-1.1%	10%	-11%	2%	-7.6%	0%	10%	16%
Cc1ccc(C)c(OCC(=O)Nn2c(C)nc3ccccc3c2=O)c1	i	1.1	1.4%	5%	-5%	5%	4.2%	-1%	0%	7%
CC12CCC(c3nnc(SCC(=O)Nc4cccc5ccccc45)nc31)C2(C)C (stereo not given)	i	1.0	-3.3%	5%	-8%	13%	4.5%	1%	-7%	10%

Retrieved by compound from the list above:
SMILES	Myeloid diff MLP	Myeloid diff MLP GFP+ MAC1+ %	HIV fusion peptide	NOD1 inhibition	LYP phosphatase	NOD2 inhibition	KOR beta-arrestin-1	SIAH1 antagonists	KOR beta-arrestin-2	PhoP inhibition
Cc1ccccc1OCCOc1ccccc1C=C(C#N)C#N	x	x	9.1%	-23%	7%	-47%	12%	-3%	-14%	-2%
O=C(NCc1ccc2c(c1)OCO2)c1ccc2c(c1)OCCO2	i	0.3	-1.1%	10%	-11%	2%	-7.6%	0%	10%	16%
COC(=O)C(Cc1ccc(O)cc1)NC(=O)c1ccccc1 (stereo not given)	i	6.9	-2.4%	-8%	-8%	8%	-2.3%	1%	6%	3%
O=c1oc(-c2ccccc2)cc(Cl)c1Cl	i	0.7	-1.0%	10%	-2%	-18%	-4.8%	-7%	40%	9%
CCCCN(CC)CCCNC(=O)c1cc2c(=O)[nH]c3ccccc3c2s1	i	0.4	2.3%	-8%	-3%	-12%	-0.7%	5%	-10%	-2%
CCOC(=O)C(C(=O)OCC)C1OC(=O)c2cc3c(cc21)C(=O)OC3C(C(=O)OCC)C(=O)OCC (stereo not given)	i	0.1	1.6%	-21%	-6%	2%	x	0%	-1%[20 µM]	7%

(next part)
SMILES	Myeloid diff MLP	Myeloid diff MLP GFP+ MAC1+ %	HIV fusion peptide	NOD1 inhibition	LYP phosphatase	NOD2 inhibition	KOR beta-arrestin-1	SIAH1 antagonists	KOR beta-arrestin-2	PhoP inhibition
O=C(N/C(=C\c1cccc([N+](=O)[O-])c1)C(=O)N1CCCCC1)c1cccs1	i	7.1	1.8%	-18%	2%	6%	-3.9%	5%	-36%	-3%
CCC(=O)Nc1ccccc1C(=O)OCC(=O)c1cccc2ccccc12	i	0.8	-1.5%	3%	9%	3%	4.3%	4%	-14%	9%
COc1ccc(S(=O)(=O)N2CCOCC2)cc1NC(=O)CN1CCCCCC1	i	0.3	1.3%	-28%	2%	0%	-0.5%	-3%	-31%	2%
C=CCN(CC=C)C(=O)c1cccc(OC2CCN(S(=O)(=O)N(C)C)CC2)c1	i	1.2	0.5%	8%	-7%	16%	6.9%	2%	-23%	3%
CCOCCCNC(=O)C1CCC(CNS(=O)(=O)c2ccc(Cl)cc2)CC1 (stereo not given)	i	7.8	-0.9%	6%	-3%	-6%	-0.6%	-4%	50%	25%
Cc1nn(Cc2ccc(C(=O)N/N=C/c3ccncc3)o2)c(C)c1Cl	i	0.4	-0.3%	-18%	-5%	-1%	2.9%	2%	-17%	-4%
O=C(c1cc2nc(-c3ccco3)cc(C(F)(F)F)n2n1)N1CCCCCC1	i	0.7	-0.1%	-35%	7%	-10%	-6.8%	0%	6%	4%
Cc1cc(C(=O)OCC(=O)NCc2ccco2)c(C)n1-c1ccc(F)cc1	x	x	2.0%	-18%	-6%	-9%	-0.8%	-4%	-77%	3%
CCOc1ccccc1-n1nnnc1SCC(=O)NC(=O)NCc1ccco1	i	0.5	-1.4%	6%	-6%	16%	1.6%	11%	12%	-3%
CCN1CCN(CCCNC(=O)CS(=O)(=O)Cc2nc(-c3ccccc3C)oc2C)CC1	i	2.2	1.1%	7%	-16%	18%	-1.7%	2%	-35%	-2%
Cc1cc[n+](CCC(=O)O)c2ccccc12	i	0.3	0.0%	-14%	3%	-1%	2.9%	2%	-15%	6%
CC(C)OC(=O)NCCOC(=O)Nc1ccc(Cl)c(Cl)c1	i	1.0	0.3%	-18%	-1%	9%	3.7%	-8%	12%	-5%
Cc1cc(C)c2c(n1)SCC(=O)N2CC(=O)Nc1ccc(F)cc1	i	2.8	1.0%	-11%	-12%	6%	-8.5%	27%	-4%[20 µM]	x
Cc1noc(C)c1CSc1nc2ccccc2c(=O)n1-c1ccc(Cl)cc1	i	6.0	1.2%	-2%	5%	-38%	-10%	3%	6%	-6%
Cc1c(C(=O)N/N=C/c2ccc(N3CCOCC3)cc2)nc2ccccn12	i	1.0	-1.2%	-18%	3%	-2%	-3.5%	7%	-6%	0%
CC(C)[C@H](NC(=O)C1CCN(S(=O)(=O)c2ccccc2)CC1)C(=O)NCc1ccco1	i	1.1	0.2%	-21%	-9%	12%	-3.0%	1%	-35%	0%
CCCC(C)c1nnc(NC(=O)C2CC(=O)N(c3ccc(OCC)cc3)C2)s1 (stereo not given)	i	0.6	2.5%	-36%	2%	-15%	2.4%	-3%	-25%	2%
COCCOC(=O)C1=C(C)NC2=C(C(=O)CC(c3cccs3)C2)C1c1ccsc1 (stereo not given)	i	0.9	-1.1%	-7%	-5%	10%	-4.8%	-1%	7%	10%
O=c1[nH]c2cc3c(cc2cc1CN(Cc1ccco1)C(=S)NCC1CCCO1)OCCO3 (stereo not given)	i	0.4	2.3%	-19%	-3%	5%	x	5%	-38%[20 µM]	-3%
CCOc1ccc(NC(=O)CN(C)CC(=O)Nc2ccccc2SC)cc1OCC	i	0.2	-3.4%	31%	0%	6%	1.7%	-4%	-46%	5%
Cn1cc(C(=O)NC2C3CC4CC(C3)CC2C4)cn1 (stereo not given)	i	0.2	0.9%	-41%	3%	1%	3.1%	0%	-21%	16%
COc1cc(/C=N\Nc2nc3ccccc3[nH]2)cc(OC)c1OC	i	0.6	18%	3%	-2%	-9%	-1.5%	-8%	2%	-2%
COc1ccc2c(c1)C1NC(=S)NC(C)(O2)C1C(=O)Nc1ccc(C)cc1C (stereo not given)	i	0.7	1.6%	-29%	1%	4%	4.2%	3%	14%	11%
CC(=O)Oc1ccc(C2C3=C(CC(C)(C)CC3=O)Nc3cc4c(cc32)OCCO4)cc1 (stereo not given)	i	1.6	-1.7%	-8%	-13%	17%	1.0%	10%	-3%	-4%
CN1/C(=C/C(=O)C2CC2)C(C)(C)c2ccccc21	i	0.8	1.1%	-28%	-5%	15%	-5.9%	3%	31%	-4%
O=[N+]([O-])c1ccc(N/N=C2/CCCCC2c2ccccn2)c([N+](=O)[O-])c1 (stereo not given)	i	0.3	2.1%	14%	2%	-2%	-0.5%	1%	4%	8%
